Screening data (PubChem)
UTI89 phage lysis = protection from phage-mediated lysis, alamar blue read-out – E. coli UTI89, K1F phage, bacterial capsule biogenesis inhibitors (AID 488966) | E. coli UTI89 K1F phage lysis, alamar blue, 2 h; higher % means a stronger effect | one-dose inhibition, % at 100 µM; IC50 in µM for titrated hits | 340,000 tested, 0.02% active;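 active = phage lysis inhibition, versus mean bacterial control, above a set limit; inconclusive = no clear call, values can overlap the other calls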;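 also: capsule biogenesis inhibitors block K1F phage lysis so surviving cells raise fluorescence; higher fluorescence means more inhibition of phage lysis; actives were called in the ten point dose series up to 300 µM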
RSV CPE inhibition = inhibition of RSV-induced cytopathic effect – HEp-2 cells, primary 10 µM value included (AID 2391); CPE inhibition, % at 10 µM; hits with a dose series show IC50 in µM; 310,000 tested, 0.13% active; HEp-2 cells, RSV-induced CPE inhibition; higher % means a stronger effect; in the data active = a potency from the dose series; inconclusive = CPE inhibition mostly from about 23% at the one dose, without a potency; inactive = the rest, 99 in 100 with CPE inhibition below about 21%; also: strong numbers were not always called active
WT yeast gro inh = growth inhibition of WT yeast, mitochondrial fusion screen; 190,000 tested, 2.1% active; mitochondrial fusion phenotypic screen, WT strain; AID 1362; inhibition, % at 10 µM; in the data active = inhibition above about 58%; tested in S. cerevisiae
Dengue-2 NS5 capping = Dengue-2 NS5 methyltransferase inhibitors, primary screen, biochemical, confirmation dose response (AID 588689) | one-dose inhibition, % at 25 µM; IC50 in µM for titrated hits | 340,000 tested, 0.3% active | Dengue-2 NS5 methyltransferase capping enzyme assay, biochemical; higher % means a stronger effect; in the data active = a potency from the dose series; inconclusive = inhibition above about 29% without an active follow-up result
GPR35 antagonists = GPR35 antagonists blocking zaprinast-driven arrestin recruitment, primary screen, imaging, U2OS, beta-arrestin-GFP, zaprinast agonist (AID 2058) | U2OS GPR35 beta-arrestin-GFP translocation imaging, zaprinast antagonism; higher % means a stronger effect | 290,000 tested, 0.052% active | inhibition, % at 10 µM; hits with a dose series show IC50 in µM;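 active = inhibition of at least 50% with at least 30 cells and total cytoplasm GFP at most 10,000,000; inconclusive = under 30 cells or total GFP of 10,000,000 plus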
Autophagy HCS = autophagy modulation, high-content screen; MEF GFP-LC3 puncta imaging; test concentration mostly 10 µM; 190,000 tested, 0.98% active; calls only at 10 µM (by protocol);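 active = percentage of spot-positive cells more than 3 SD above its plate mean, without a fluorescence outlier flag or 80% toxicity; inconclusive = no clear call, values can overlap the other calls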;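 also: spot-positive cell cutoff set from DMSO-treated cells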
LYP phosphatase = PTPN22 lymphoid phosphatase activity blockers – biochemical, fluorescence intensity, uHTS (AID 1779) | inhibition, % at 11.5 µM, or IC50 in µM where a hit was titrated | 290,000 tested, 0.054% active | recombinant LYP phosphatase, fluorescence intensity; higher % means a stronger effect; in the data active = inhibition above about 50%;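 also: plate controls were vehicle with enzyme for no effect and no enzyme for full effect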
AID2073 = inhibitors of Mint1-CaV2.2 protein interaction, biochemical, HTRF (AID 2073); HTRF protein-protein interaction, Mint1-CaV2.2; higher % means a stronger effect; inhibition, % at 20 µM, or IC50 in µM where a hit was titrated; 290,000 tested, 0.19% active; in the data active = inhibition mostly above about 51%, no sharp cut-off; inconclusive = no clear call, values can overlap the other calls; inactive = mostly below about 53%; also: some results filed as inactive read as strong as hits
NTR1 agonist = agonists of NTR1, primary screen, imaging, U2OS cells, beta-arrestin-GFP, high content (AID 493036). P30989. NTR1-U2OS beta-arrestin-GFP spot imaging, agonist mode. activation, % at 20 µM. 330,000 tested, 0.17% active;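 active = activation at or above 40% of the spot to cytoplasm intensity ratio, with at least 20 cells analyzed; inconclusive = wells under 20 cells, flagged as cytotoxic or low count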;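 also: 0% = DMSO without peptide and 100% = 100 nM NTR1 peptide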
Target sequence (P30989 whole entry, looked up): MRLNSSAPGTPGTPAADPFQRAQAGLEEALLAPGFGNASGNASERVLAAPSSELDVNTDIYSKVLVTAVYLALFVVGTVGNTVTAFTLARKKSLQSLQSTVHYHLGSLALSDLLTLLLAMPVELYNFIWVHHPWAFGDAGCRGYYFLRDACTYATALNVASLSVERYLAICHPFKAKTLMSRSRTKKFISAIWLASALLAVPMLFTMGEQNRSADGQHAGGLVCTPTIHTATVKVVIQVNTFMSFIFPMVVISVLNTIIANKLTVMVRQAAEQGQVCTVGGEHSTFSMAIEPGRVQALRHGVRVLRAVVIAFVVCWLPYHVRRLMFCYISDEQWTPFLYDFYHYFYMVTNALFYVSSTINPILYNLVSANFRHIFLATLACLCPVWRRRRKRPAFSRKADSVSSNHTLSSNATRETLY
WT yeast gro inh mutant strain = recorded beside WT yeast gro inh, whose call it bears; inhibition, %; mitochondrial fusion phenotypic screen, mutant strain inhibition
Autophagy HCS cell loss 18 h = also measured in Autophagy HCS; calls as there; toxicity, %; measured here: cell loss, nuclei count;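 cell loss after 18 h compound exposure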
NTR1 agonist cell count 20 µM = also measured in NTR1 agonist; calls as there; cell count; measured here: cell count, cytotoxicity flag
Dengue-2 NS5 capping pilot replicate = further read-out of Dengue-2 NS5 capping, marked with its call; inhibition, %; measured here: pilot screen replicate inhibition
The depositor's hits bear a star; i = inactive; ? = inconclusive; · = not tested or not shown; [ ] = another dose, or the depositor's remark.

The opening 5 compounds, to show the layout:
SMILES | UTI89 phage lysis | RSV CPE inhibition | WT yeast gro inh | WT yeast gro inh mutant strain | Dengue-2 NS5 capping | GPR35 antagonists | Autophagy HCS | Autophagy HCS cell loss 18 h | LYP phosphatase | AID2073 | NTR1 agonist | NTR1 agonist cell count 20 µM | others
CC(=O)Nc1ccc(NC(=O)C2CCN(S(=O)(=O)c3cccc4nonc34)CC2)cc1 | 3.6% | 0.3% | 0 | 5 | 1% | 0% | i | 2 | 6% | -2% | 1.5 | 48
C=CCN1C(=O)C2C(C(=O)NCc3ccccc3)C3(C)C=CC2(O3)C1C(=O)NC(C)(C)C (stereo not given) | 1.4% | 1.5% | -2 | 12 | 0% | 5% | i | 10 | -7% | -4% | -0.1 | 91
Cc1cccc(N(CC(N)=O)C2SC(=O)NC2=O)c1 (stereo not given) | 1.1% | 1.1% | 18 | -1 | 5% | -5% | i | 17 | -6% | -9% | 0.9 | 43
COc1ccccc1CNCC(=O)Nc1cc(S(=O)(=O)N2CCOCC2)ccc1Cl | 0.7%[50 µM] | 1.8% | · | · | 1% | · | · | · | · | · | 2.0 | 68
O=C(Cn1cc([N+](=O)[O-])ccc1=O)Nc1ccc2c(c1)OCO2 | 1.1%[50 µM] | -0.8% | · | · | -6% | · | · | · | · | · | 2.0 | 60

This part in full, previewed entries included:
SMILES | UTI89 phage lysis | RSV CPE inhibition | WT yeast gro inh | WT yeast gro inh mutant strain | Dengue-2 NS5 capping | GPR35 antagonists | Autophagy HCS | Autophagy HCS cell loss 18 h | LYP phosphatase | AID2073 | NTR1 agonist | NTR1 agonist cell count 20 µM | others
CC(=O)Nc1ccc(NC(=O)C2CCN(S(=O)(=O)c3cccc4nonc34)CC2)cc1 | 3.6% | 0.3% | 0 | 5 | 1% | 0% | i | 2 | 6% | -2% | 1.5 | 48
C=CCN1C(=O)C2C(C(=O)NCc3ccccc3)C3(C)C=CC2(O3)C1C(=O)NC(C)(C)C (stereo not given) | 1.4% | 1.5% | -2 | 12 | 0% | 5% | i | 10 | -7% | -4% | -0.1 | 91
Cc1cccc(N(CC(N)=O)C2SC(=O)NC2=O)c1 (stereo not given) | 1.1% | 1.1% | 18 | -1 | 5% | -5% | i | 17 | -6% | -9% | 0.9 | 43
COc1ccccc1CNCC(=O)Nc1cc(S(=O)(=O)N2CCOCC2)ccc1Cl | 0.7%[50 µM] | 1.8% | · | · | 1% | · | · | · | · | · | 2.0 | 68
O=C(Cn1cc([N+](=O)[O-])ccc1=O)Nc1ccc2c(c1)OCO2 | 1.1%[50 µM] | -0.8% | · | · | -6% | · | · | · | · | · | 2.0 | 60
Cc1[nH]c2ccc(C(=O)N3CCN(Cc4ccccc4)CC3)cc2c1C | 0.0% | 1.4% | · | · | -9% | 17% | · | · | -2% | 14% | 1.4 | 92
CCOC(=O)NC(Cc1c[nH]c2ccccc12)C(=O)NCCc1ccc(S(N)(=O)=O)cc1 (stereo not given) | -1.1%[50 µM] | 0.9% | · | · | -1% | -17% | · | · | -11% | 6% | 1.6 | 62
CCN(c1ccccc1)S(=O)(=O)c1ccc2c(c1)CCCN2C(C)=O | 0.1% | 2.0% | · | · | -6% | 2% | · | · | -11% | -2% | -0.4 | 63
CCC(C)(C)c1nnc(NC(=O)c2ccc([N+](=O)[O-])cc2)s1 | -1.9% | 1.1% | -14 | 10 | 2% | -18% | i | 25 | 0% | -2% | -1.3 | 90
CCOC(=O)c1c(C)[nH]c(C(=O)N(C)Cc2cccc(OC)c2OC)c1C | -0.1% | 18% | · | · | -12% | 13% | · | · | -6% | -1% | -0.5 | 51
CC(=O)Oc1ccccc1C1OCCN1C(C)=O (stereo not given) | -1.0% | 2.2% | -16 | -3 | -14% | 6% | i | -6 | -10% | 3% | 0.4 | 60
O=C(NC(Cc1c[nH]c2ccccc12)C(=O)O)c1cccs1 (stereo not given) | -0.2% | -1.9% | -4 | 11 | · | 6% | i | 0 | 0% | 7% | 2.3 | 58
O=C(Oc1ccc2c(c1)OCO2)c1cc2c(s1)CCC2 | 0.4% | 0.7% | -11 | 5 | 1% | 7% | i | 13 | 4% | -16% | 8.4 | 97
CCc1ccc(NC(=O)Cn2nnc(C(=O)NCc3ccc(OC)cc3)c2N)cc1 | 0.4% | 0.1% | · | · | -2% | 60% | · | · | -8% | 23% | -0.7 | 63
CCOC(=O)c1cccc(NC(=O)c2ccco2)c1 | -0.2% | 0.9% | -5 | -6 | -1% | 11% | i | -4 | 0% | -4% | -1.6 | 63
O=c1c([N+](=O)[O-])c(O)c2ccccc2n1Cc1ccccc1 | -0.2% | 0.7% | · | · | 29% | -5% | · | · | -4% | 53% | 0.7 | 98
O=C(CN1CCOCC1)Nc1ccc(S(=O)(=O)NC2CCCCC2)cc1 | 0.2% | -0.3% | 6 | 5 | -7% | 10% | i | -5 | -7% | -6% | 0.5 | 59
O=C(CN(CCO)c1ccccc1)Nc1ccc(Cl)c(S(=O)(=O)N2CCOCC2)c1 | 0.1% | 7.4% | -13 | -6 | -1% | 4% | i | 10 | -2% | 0% | 0.0 | 32
c1ccc(N2CCN(Cc3ccsc3)CC2)nc1 | 0.0% | 0.2% | -7 | 8 | 1% | 15% | i | -15 | -9% | 3% | -1.4 | 98 | Dengue-2 NS5 capping pilot replicate=-4.2
Cc1nnc(Cl)c2nn(-c3ccccc3F)c(C)c12 | 1.4%[50 µM] | 0.6% | -5 | -4 | -9% | 9% | i | 10 | -5% | 4% | 2.0 | 62
CC(=NCCN1CCOCC1)C1=C(O)c2ccccc2C1=O | 1.0% | 1.8% | -4 | -11 | -4% | 2% | i | -1 | 0% | 3% | -1.4 | 37
COc1ccc(CCN(C)S(=O)(=O)c2ccc(Cl)nc2)cc1OC | 0.7%[50 µM] | 10% | 5 | 0 | 0% | -4% | i | 3 | -1% | -2% | 0.3 | 50
COc1ccccc1C(=O)N/N=C/c1ccc2c(c1)OCO2 | 0.1% | 1.7% | · | · | 0% | -1% | · | · | 3% | 7% | -1.6 | 54
O=C(Nc1ccccc1N1CCCCC1)c1ccc(OC(F)F)cc1 | 0.5% | ? | · | · | -5% | 10% | · | · | 1% | 5% | 2.9 | 45
Cc1c2cnn(CC(=O)NCCCN3CC(C)CC(C)C3)c(=O)c2c(C)n1Cc1ccc(Cl)cc1 (stereo not given) | -0.1% | -0.2% | · | · | -5% | 8% | · | · | -9% | 26% | 6.7 | 59
Cc1n[nH]c(C)c1CCNC(=O)C1CCC(=O)N(CCc2cccc(F)c2)C1 (stereo not given) | 0.0%[50 µM] | 0.1% | · | · | -7% | 3% | · | · | 2% | -5% | -0.2 | 67
CS(=O)(=O)N(CC(=O)Nc1ccc(S(=O)(=O)N2CCCC2)cc1)c1ccccc1 | -0.2% | -0.3% | -2 | -5 | · | 20% | i | -4 | -10% | 1% | 0.1 | 33
Cc1ccc(CN2CCN(/N=C\C(Br)=C\c3ccccc3)CC2)cc1 | 0.1% | 3.4% | 32 | 30 | -5% | 7% | i | 7 | -2% | -27% | 2.1 | 83
CCOC(=O)c1sc(NC(=O)CN2CCN(c3ccccc3)CC2)nc1C | -0.1% | 4.6% | · | · | 1% | 8% | · | · | -4% | 6% | 0.0 | 61 | Dengue-2 NS5 capping pilot replicate=2.4
Cn1c(=O)n(C)c2cc(NC(=O)Cc3ccccc3[N+](=O)[O-])ccc21 | 0.3% | 3.6% | · | · | -4% | -5% | · | · | -9% | -4% | 3.6 | 73
O=C1CC(N2CCN(S(=O)(=O)c3ccccc3F)CC2)C(=O)N1c1ccccc1Cl (stereo not given) | 0.5%[50 µM] | 1.8% | · | · | -11% | · | · | · | · | · | 0.7 | 52
O=C(CN1CCN(S(=O)(=O)c2cc(Cl)ccc2Cl)CC1)c1ccc(O)c(O)c1 | 1.5% | -1.3% | · | · | 4% | 0% | · | · | -4% | -8% | 2.2 | 58
CCOC(=O)c1[nH]c2ccc(OC)cc2c1NC(=S)N1CCN(c2cccc(Cl)c2)CC1 | 6.7% | 1.2% | 15 | 9 | 1% | 24% | i | 4 | 1% | 17% | 4.6 | 49
CC(=O)Nc1ccc(NC(=O)CS(=O)(=O)Cc2ccccc2)cc1 | 1.1%[50 µM] | 0.9% | · | · | -3% | -8% | · | · | -6% | 44% | -0.3 | 51
O=C(N/N=C/c1ccc(OC(=O)c2ccc([N+](=O)[O-])cc2)cc1)c1cccnc1 | 0.6%[50 µM] | 0.7% | · | · | -11% | 11% | · | · | -14% | -27% | 0.9 | 63
Cc1ccc(C)c(N2CCN(S(=O)(=O)c3cn(C)cn3)CC2)c1 | 0.1% | 1.3% | · | · | -8% | 0% | · | · | -10% | 10% | -1.4 | 66
COc1ccc(S(=O)(=O)N2CCC(C(=O)NC3CC3)CC2)cc1C | 0.3% | 0.6% | · | · | -10% | -1% | · | · | -10% | 12% | 5.4 | 57
O=C(c1cn(-c2ccccc2)nc1-c1ccc(Cl)s1)N1CCOCC1 | 4.5% | 5.4% | 12 | -2 | -4% | 0% | i | -20 | 0% | 7% | 4.1 | 92
COc1cc(C2/C(=C(\O)c3cc(C)ccc3C)C(=O)C(=O)N2CCN(C)C)ccc1O (stereo not given) | 0.6% | 0.0% | 9 | -1 | -11% | 2% | i | 4 | -4% | -8% | 4.0 | 68
COc1ccc(C(=O)NCC(=O)N2CCc3ccccc3C2)cc1 | -0.3% | 3.7% | -4 | -2 | -3% | 7% | i | 12 | -6% | 15% | -0.2 | 37
CN(c1ccccc1)S(=O)(=O)c1cccc(C(=O)OCC(=O)NCc2ccco2)c1 | 0.1% | 2.1% | -9 | -7 | -8% | 7% | i | 2 | -8% | -1% | 2.3 | 55
CCCc1cc(C(=O)NCCc2ccccc2)no1 | 0.4% | 1.8% | -3 | 0 | -1% | 25% | i | 16 | -4% | 13% | -1.1 | 106
CCN1CCN(C(=O)CCc2nnc(CCc3c[nH]c4ccccc34)o2)[C@@H](C)C1=O | -0.1% | 0.1% | · | · | -14% | 8% | · | · | -6% | 6% | 1.3 | 72
CC(Cc1ccccc1)NC(=O)CN1C(=O)c2ccccc2S1(=O)=O (stereo not given) | -0.2% | 2.4% | · | · | 0% | -2% | · | · | -12% | 2% | -0.1 | 92
CCN1CCN(C(=O)c2ccccc2N(C)S(=O)(=O)c2ccc(C)cc2)CC1 | 0.1% | 0.5% | -8 | -3 | -3% | 18% | i | 6 | -10% | -6% | 0.5 | 92
O=c1[nH]n(-c2ccccc2Cl)c(=O)c2ccccc12 | 0.2% | 0.5% | · | · | 2% | -6% | · | · | 0% | -4% | -1.4 | 83
